Assay outcomes (PubChem)
AGP1-GFP MLPCN: alters AGP1-GFP fluorescence in TOR pathway yeast screen. 0.02% of 320,000 active. GFP response vs DMSO, % at 10 µM. S. cerevisiae AGP1-GFP multiplex flow cytometry, 3 h; GFP as percent of DMSO wells. AID 2066;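 active means GFP response relative to DMSO above a set limit, near screen average plus 3 SD, cut at about 150% in these data; inconclusive means fewer than 70 cells counted for the yeast strain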;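 further: median GFP channel fluorescence of the gated AGP1 strain per well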
MEP2 TOR yeast: modulators of TOR pathway MEP2-GFP in S. cerevisiae. S. cerevisiae MEP2-GFP strain, flow cytometry GFP, 3 h; 100% = DMSO control level. GFP response vs DMSO, % at 10 µM. 0.51% of 330,000 active. AID 2016;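 active means GFP response versus DMSO above a set limit, roughly screen mean plus 3 SD, cut at about 180% in these data; inconclusive means fewer than 70 cells counted for a yeast strain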;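 further: median GFP fluorescence of the barcode-gated MEP2-GFP cells per well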
RPL19A-GFP yeast: alters RPL19A-GFP fluorescence in TOR pathway yeast screen | 0.3% of 330,000 active | S. cerevisiae RPL19A-GFP strain, flow cytometry, 3 h; hits give low values | percent response vs DMSO, % at 10 µM;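 active means percent response vs DMSO below 50%; inconclusive means fewer than 70 events counted for the yeast strain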;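 further: median channel GFP fluorescence of the barcoded RPL19A-GFP strain; ratio of sample median GFP to plate DMSO average so 100% = DMSO; lower means less RPL19A-GFP as with rapamycin TOR inhibition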
Efflux pump mplx: inhibitors of Candida antifungal efflux pumps expressed in yeast. S. cerevisiae Candida pump triplex, Nile Red efflux. inhibition, % at 10 µM. 0.44% of 330,000 active. AID 485275;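 active means plate passing quality check with inhibition over a set limit, or well fluorescence over plate mean plus 4 SD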;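 further: Nile Red retained in pooled yeast measured as flow cytometry median fluorescence; 0% = buffer negative control and 100% = Enniatin B positive control; higher means more Nile Red kept so more efflux inhibition; some compounds called inactive have numbers as strong as hits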
LAP4 TOR yeast: yeast TOR pathway LAP4-GFP modulation | S. cerevisiae LAP4-GFP multiplex, flow cytometry GFP, 3 h; median GFP as percent of DMSO wells | GFP response vs DMSO, % at 10 µM | 0.34% of 320,000 active | AID 2023;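 active means GFP response vs DMSO above a set limit, about the screen mean plus 3 SD, cut at about 150% in these data; inconclusive means under 70 cell events counted for the yeast strain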
AHR act: activates the human aryl hydrocarbon receptor | AID 2796 | 2.5% of 320,000 active | AHR-responsive luciferase reporter cells, luminescence | P35869 | activation, % at 5 µM; in the data active means activation above about 47%;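 further: 0% = vehicle wells and 100% = reference agonist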
Target sequence (P35869 whole entry, looked up): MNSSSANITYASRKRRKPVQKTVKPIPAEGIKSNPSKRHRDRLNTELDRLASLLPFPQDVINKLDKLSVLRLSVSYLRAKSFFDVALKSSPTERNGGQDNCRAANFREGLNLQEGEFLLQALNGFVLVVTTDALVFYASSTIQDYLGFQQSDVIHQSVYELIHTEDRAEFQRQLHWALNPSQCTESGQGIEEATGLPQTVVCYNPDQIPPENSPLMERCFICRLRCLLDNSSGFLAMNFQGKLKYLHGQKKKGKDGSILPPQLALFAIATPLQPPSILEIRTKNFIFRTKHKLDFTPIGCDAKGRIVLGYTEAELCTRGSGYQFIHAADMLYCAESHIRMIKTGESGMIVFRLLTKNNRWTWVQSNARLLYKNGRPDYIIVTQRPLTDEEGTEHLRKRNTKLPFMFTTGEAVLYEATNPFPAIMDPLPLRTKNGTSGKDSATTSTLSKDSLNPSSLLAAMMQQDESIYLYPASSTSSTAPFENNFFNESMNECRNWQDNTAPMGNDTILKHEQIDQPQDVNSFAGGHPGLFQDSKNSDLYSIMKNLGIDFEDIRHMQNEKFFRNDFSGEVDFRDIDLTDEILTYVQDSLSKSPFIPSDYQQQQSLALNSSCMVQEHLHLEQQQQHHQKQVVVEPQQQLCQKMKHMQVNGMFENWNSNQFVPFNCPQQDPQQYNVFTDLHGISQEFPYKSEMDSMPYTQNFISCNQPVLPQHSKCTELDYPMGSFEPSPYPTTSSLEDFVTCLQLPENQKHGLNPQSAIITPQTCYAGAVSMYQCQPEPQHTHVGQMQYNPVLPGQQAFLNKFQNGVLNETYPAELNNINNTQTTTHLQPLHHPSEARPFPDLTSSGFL
CIT2-GFP yeast: modulators of TOR pathway CIT2-GFP in S. cerevisiae; S. cerevisiae CIT2-GFP strain, flow cytometry, 3 h; 100 means same as DMSO wells; GFP response vs DMSO, % at 10 µM; 0.065% of 320,000 active; AID 2029;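 active means GFP response relative to DMSO above a set limit, near the screen mean plus 3 SD, cut at about 150% in these data; inconclusive means Fewer than 70 cells measured for a yeast strain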;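 further: ratio of well median GFP fluorescence to mean of DMSO wells on the plate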
Yeast superoxide: lowers age-related superoxide in aged yeast cells; S. cerevisiae aged cells, superoxide DHE fluorescence; hits give low values; superoxide response (% of plate mean), % at 10 µM; 0.18% of 330,000 active; AID 2690;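 active means superoxide response under a set limit, about three screen SD below normal, cut at about 65% in these data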;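 further: yeast aged for seven days with compound at 30 °C before DHE staining; 100% = average MFI of all compound-treated wells on the plate with controls excluded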
Numbers without * were called inactive; ? = inconclusive; / = no result given; [ ] = remark or other dose. No enrichment for hits. Share with any hit: about 3.9%.

SMILES	AGP1-GFP MLPCN	MEP2 TOR yeast	RPL19A-GFP yeast	Efflux pump mplx	LAP4 TOR yeast	AHR act	CIT2-GFP yeast	Yeast superoxide
Cc1c(NC(=S)/C=C2\N(C)c3ccccc3C2(C)C)c(=O)n(-c2ccccc2)n1C	99	98	94	0.2	102	0	90	114
NC(=O)CSc1nnc(-c2cccc(S(=O)(=O)N3CCOCC3)c2)n1C1CCCCCC1	103	99	103	0.1	99	1	98	92
Cc1ccc2nc(/N=C(\N)NC(=O)N3c4ccccc4Sc4ccccc43)nc(C)c2c1	102	99	97	-0.1	130	2	85	103
CC(=O)N(C)C1=C(O)c2ccccc2C(=O)C1=O	101	96	97	-0.1	102	12	103	148
COc1ccc(Cn2c(-c3ccc(C)cc3)c[n+]3ccccc23)cc1	107	110	107	0.0	95	5	102	83
O=C(Cc1ccccc1)Nc1ccc2[nH]ncc2c1	97	110	105	0.2	101	1	105	104
COc1ccc(/C=N/NC(=O)c2ccc(CN3c4cccc5cccc(c45)S3(=O)=O)cc2)cc1	102	93	99	-0.3	94	5	98	118
COc1ccc(-c2nnc(N)s2)cc1	85	94	88	-0.2	79	28	77	96
COc1cc(/C=C/C(C)=O)cc(OC)c1OC	101	92	100	0.0	105	28	89	103
Cc1ccc(C(=O)N2CCN(c3ncccn3)CC2)cc1NC1=NC2CS(=O)(=O)CC2S1 (stereo not drawn)	97	100	98	0.0	100	-1	100	108
COc1ccc(NS(=O)(=O)c2cc(NC(=O)Cn3cnc4c3c(=O)n(C)c(=O)n4C)ccc2C)cc1	100	102	96	0.0	101	-2	94	95
O=C(Nc1ccc2c(c1)Cc1ccccc1-2)c1ccc(Br)o1	99	104	95	0.0	107	1	99	105
COc1cc(/C=C/C(=O)c2ccccc2O)cc(OC)c1OC	99	90	99	0.0	106	0	97	86
CC(C)CNS(=O)(=O)c1ccc(CCC(=O)N2CCN(c3ccc(F)cc3)CC2)cc1	103	105	95	-0.1	117	0	105	97
O=C(COC(=O)/C=C/c1ccc(C(F)(F)F)cc1)NC1CC1	92	96	99	0.0	97	1	105	104
COc1ccc(C(C)=O)cc1CN(c1ccccc1OC)S(=O)(=O)c1cccs1	99	101	106	0.1	99	1	111	94
COc1ccccc1CCNC(=O)C1(C)CC1(Cl)Cl (stereo not drawn)	103	105	105	-0.1	98	7	99	101
CCCCCC1CCC(C(=O)N2CCOCC2)CC1 (stereo not drawn)	94	103	104	0.0	99	0	92	102
CC(C)OC(=O)CSc1nnc(-c2ccco2)n1N	110	107	115	0.0	98	0	106	107
Nc1nonc1C(=O)NCCNCc1ccccc1	80	89	85	0.1	85	1	82	109
O=C1CN(C(=O)COC(=O)CCCOc2ccccc2)c2ccccc2N1	88	83	97	0.0	88	1	83	88
CCc1nc(C)ccc1OCC(=O)O	?	?	?	0.0	?	1	?	102
CC(=O)N1CCN(C(=O)c2ccc3c(c2)OCCO3)CC1	95	107	106	-0.1	81	0	/	83
CN1CCC(=NNC(=O)CN(c2cccc(Cl)c2)S(C)(=O)=O)CC1	96	99	97	0.2	96	2	95	97
O=S(=O)(c1ccc2ccccc2c1)N1CCC(c2nc(-c3ccncc3)no2)CC1	98	99	97	-0.1	93	2	98	113
CNc1nn(-c2cccc(Cl)c2)nc1N	93	96	96	0.3	95	16	83	91
O=C(Nc1ccc(Nc2ccccc2)cc1)c1ccc(Cl)cc1Cl	104	102	102	-0.1	109	-7	106	100
CCOC(=O)N1CCN(S(=O)(=O)c2cc(Br)cc3c2N(C(=O)C2CC2)CC3)CC1	100	102	97	0.2	101	2	96	94
Cc1nnc(SCC(=O)Nc2nnc(-c3ccccc3)o2)s1	97	93	95	0.1	104	3	95	84
O=C(COC(=O)c1cc(Cl)nc(Cl)c1)NCCc1ccc(F)cc1	97	107	100	-0.3	104	0	95	103
O=C(NCCN1CCOCC1)c1c(F)c(F)c(F)c(F)c1F	105	100	103	0.0	97	0	95	113
CCN(CC)S(=O)(=O)c1ccc(N2CC(C(=O)NCc3ccc4c(c3)OCO4)CC2=O)cc1 (stereo not drawn)	90	92	91	0.2	89	-1	87	89
CCOC(=O)N1CCN(c2cc(N3CCOCC3)c(F)cc2[N+](=O)[O-])CC1	102	100	108	0.1	94	0	95	108
C=CCN1CCN(C(=O)CCCc2ccccc2)CC1	100	104	105	0.2	88	0	99	99
COc1ccc(NC(=O)C(=O)Nc2cccc3cccnc23)cc1OC	102	106	103	0.0	96	-9	101	126
Cc1cc(C)c(NC(=O)c2sc3nc(C)[nH]c(=O)c3c2C)c(C)c1	94	100	95	0.0	89	-1	105	121
Cc1ccc(NC(=O)C2CCCCC2C(=O)O)cc1C (stereo not drawn)	98	97	98	0.0	105	-1	100	105
COC(=O)C1CCN(C(=O)N2CCOCC2)CC1	96	110	98	0.0	97	-7	98	98
COc1ccc(-c2cc3nc(C)c(CCC(=O)N4CCN(c5ccccn5)CC4)c(C)n3n2)c(OC)c1	96	103	103	0.0	98	5	104	88
Cc1cc(C(=O)CCC(=O)N2CCN(c3ccccc3F)CC2)c(C)s1	98	98	99	0.3	106	1	99	106
O=C1OCc2nc3cc4c(cc3c(-c3ccc(F)cc3)c21)OCO4	76[may fluoresce red]	99[may fluoresce red]	?	0.1	80[may fluoresce red]	1	93[may fluoresce red]	110
CN(CC(=O)NC(=O)NC1CCCCC1)CC(=O)Nc1ccc(OC(F)(F)F)cc1	99	99	98	0.3	99	3	99	92
NC(=O)C1CCN(c2oc(-c3cccs3)nc2S(=O)(=O)c2ccc(Br)cc2)CC1	110	100	101	0.0	109	-1	98	94
O=C(OCC(O)COC(=O)c1cccnc1)c1cccnc1	92	100	97	0.2	85	2	95	91
COc1ccc(-c2noc(N3CCCC(C(=O)Nc4ccccc4F)C3)n2)cc1 (stereo not drawn)	102	101	102	-0.1	101	9	124	96
COc1ccccc1C1N=C(c2ccccc2C)NO1 (stereo not drawn)	100	110	101	0.1	90	12	100	94
Cc1ccccc1NC(=O)c1cccc(N2C(=O)C3C4CC(C(Br)C4Br)C3C2=O)c1 (stereo not drawn)	95	107	114	0.3	70	/	95	90
CSCCC(NC(N)=O)C(=O)Nc1cccc(C#N)c1 (stereo not drawn)	94	99	97	0.1	91	0	99	88
O=C(N/N=C/c1cccnc1)c1ccccc1OCc1ccc(Cl)cc1	100	109	104	0.0	104	3	91	103
Cc1cccc(NS(=O)(=O)c2ccc3c(c2)NC(=O)CC(=O)N3)c1	92	101	100	0.2	88	4	93	93
CCOC(=O)c1c(N)nn(C(=O)C(C)(C)C)c1-c1ccccc1	90	94	98	0.2	85	13	/	102
O=C(COc1ccc([N+](=O)[O-])cc1)Nc1ccc(C(=O)Nc2ccccc2C(=O)O)cc1	96	91	94	-0.2	94	-1	98	93
CCOc1ccc(N2C(=O)CS/C2=N/NC(=O)COc2ccc3ccccc3c2)cc1	101	105	102	0.0	106	6	102	92
Cc1cccc(N2C(=O)C3C(c4ccccc4)OC4(C(=O)c5ccccc5C4=O)C3C2=O)c1 (stereo not drawn)	98	104	99	0.0	101	-1	98	95
CCOC(=O)c1cnn(-c2cc(C)nc3c(-c4ccccc4)c(C)nn23)c1N	100	87	/	-0.1	97	4	101	78
CCc1ccc2c(CSc3nnnn3C)cc(=O)oc2c1	112	100	98	-0.1	126	3	100	87
CC(=O)Nc1ccc(S(=O)(=O)N[C@@H](C)C(=O)OCC(=O)c2ccc[nH]2)cc1	101	108	97	0.1	116	-1	91	94
O=C(NCc1ccccn1)c1nn(-c2ccccc2)c(=O)c2ccccc12	104	110	100	-0.1	104	12	107	96
CCCCc1nc2cc(C(=O)N3CCC(OC)CC3)ccc2o1	106	102	104	-0.2	93	3	105	73
Oc1c(C(c2ccccc2)N2CCc3ccccc3C2)sc2ncnn12 (stereo not drawn)	106	101	102	0.1	113	89*	119	112
The results go on.
SMILES	AGP1-GFP MLPCN	MEP2 TOR yeast	RPL19A-GFP yeast	Efflux pump mplx	LAP4 TOR yeast	AHR act	CIT2-GFP yeast	Yeast superoxide
CN1C(=O)CC(N2CCN(c3ncccn3)CC2)C1=O (stereo not drawn)	87	87	98	0.0	96	-3	/	99
C/C(=N\Nc1ccc([N+](=O)[O-])cc1)c1ccc(O)cc1	98	104	98	0.0	103	-4	127	98
O=C(N/N=C/c1ccc(-c2ccc([N+](=O)[O-])cc2)o1)C(O)c1ccccc1 (stereo not drawn)	97	101	102	0.1	88	4	92	97
CC(C)(NC(=O)c1ccccc1)c1nc2ccccc2s1	84	92	97	-0.3	135	12	95	99
O=C(O)C(NS(=O)(=O)c1ccccc1)C(O)c1ccccc1 (stereo not drawn)	89	100	88	-0.1	81	1	108	101
COc1ccc(CNC(=O)C2CCN(S(=O)(=O)N3CCC4(CC3)OCCO4)CC2)c(OC)c1	96	100	103	0.6	94	-1	102	63*
O=C(CCN1C(=O)c2ccccc2C1=O)NC1=NCCS1	/	101	96	0.0	107	4	102	106
O=C(CSc1nc2c(c(=O)n1-c1ccc(F)cc1)SCC2)Nc1ccc2c(c1)OCO2	106	113	101	0.5	102	4	99	105

An excerpt from above in order of molar mass, falling.
SMILES	AGP1-GFP MLPCN	MEP2 TOR yeast	RPL19A-GFP yeast	Efflux pump mplx	LAP4 TOR yeast	AHR act	CIT2-GFP yeast	Yeast superoxide
O=C(CSc1nc2c(c(=O)n1-c1ccc(F)cc1)SCC2)Nc1ccc2c(c1)OCO2	106	113	101	0.5	102	4	99	105
Cc1cccc(N2C(=O)C3C(c4ccccc4)OC4(C(=O)c5ccccc5C4=O)C3C2=O)c1 (stereo not drawn)	98	104	99	0.0	101	-1	98	95
CCOc1ccc(N2C(=O)CS/C2=N/NC(=O)COc2ccc3ccccc3c2)cc1	101	105	102	0.0	106	6	102	92
CC(=O)Nc1ccc(S(=O)(=O)N[C@@H](C)C(=O)OCC(=O)c2ccc[nH]2)cc1	101	108	97	0.1	116	-1	91	94
CCOC(=O)c1cnn(-c2cc(C)nc3c(-c4ccccc4)c(C)nn23)c1N	100	87	/	-0.1	97	4	101	78
O=C(N/N=C/c1ccc(-c2ccc([N+](=O)[O-])cc2)o1)C(O)c1ccccc1 (stereo not drawn)	97	101	102	0.1	88	4	92	97
Oc1c(C(c2ccccc2)N2CCc3ccccc3C2)sc2ncnn12 (stereo not drawn)	106	101	102	0.1	113	89*	119	112
O=C(NCc1ccccn1)c1nn(-c2ccccc2)c(=O)c2ccccc12	104	110	100	-0.1	104	12	107	96
CCCCc1nc2cc(C(=O)N3CCC(OC)CC3)ccc2o1	106	102	104	-0.2	93	3	105	73
CCOC(=O)c1c(N)nn(C(=O)C(C)(C)C)c1-c1ccccc1	90	94	98	0.2	85	13	/	102
O=C(CCN1C(=O)c2ccccc2C1=O)NC1=NCCS1	/	101	96	0.0	107	4	102	106
CCc1ccc2c(CSc3nnnn3C)cc(=O)oc2c1	112	100	98	-0.1	126	3	100	87
CC(C)(NC(=O)c1ccccc1)c1nc2ccccc2s1	84	92	97	-0.3	135	12	95	99
CN1C(=O)CC(N2CCN(c3ncccn3)CC2)C1=O (stereo not drawn)	87	87	98	0.0	96	-3	/	99
C/C(=N\Nc1ccc([N+](=O)[O-])cc1)c1ccc(O)cc1	98	104	98	0.0	103	-4	127	98
